PG9 binder: binders of HIV-1 gp120 antibody PG9, primary screen, biochemical, TR-FRET; HIV-1 gp120 / PG9 antibody interaction; TR-FRET gp120-PG9 antibody binding; inhibition, % at 6.7 µM; 0.43% of 360,000 active; AID 624416, 2012; in the data active = inhibition above about 8.5%
GAA850 FXN act: FXN promoter activators, primary screen, cell-based, luciferase luminescence, HEK293 lucGAA850. HEK293 lucGAA850 FXN promoter luciferase reporter, 24 h; percent of 10 µM SAHA response. activation, % at 6 µM. 0.56% of 360,000 active. AID 540364, 2011;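 active = activation above the average of all compounds screened plus 3 SD, cutoff fixed separately per campaign, cut at about 7.5% in these data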;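 note: 0% = DMSO wells and 100% = 10 µM SAHA wells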
hcDAF-12 act: H. contortus DAF-12 nuclear receptor activators, primary screen, cell-based, luminescence, HEK293, lit1-tk-luc reporter | HEK293 hcDAF-12 lit1-tk-luc reporter; 0% DMSO, 100% Δ7-dafachronic acid | 1.4% of 370,000 active | activation, % at 6.8 µM | AID 652067, 2013;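 active = activation above the mean of all tested compounds plus 3 SD, cut at about 5.5% in these data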;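 note: 100% = response to 3 µM Δ7-dafachronic acid high control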
SMARCA2 activ: SMARCA2 (BRM) function activators, primary screen, cell-based, luminescence, high throughput; 1% of 370,000 active; activation, % at 9.1 µM; MG213 cells, MMTV-luciferase reporter, dexamethasone, overnight; in the data active = activation above about 7.8%;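 note: 0% = vehicle wells and 100% = reference activator wells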
DAX1 inh-1: DAX1 (NR0B1) inhibitors on StAR promoter, primary screen, cell-based, luminescence, SF-1 (NR5A1), full-length DAX-1. HEK293T StAR-luciferase reporter, SF-1/DAX-1 repression relief. inhibition, % at 6.8 µM. 1.1% of 370,000 active. AID 652010, 2013;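 active = inhibition above the mean over all tested compounds plus 3 SD, cut at about 3.6% in these data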;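 note: 0% = DAX-1 cells with DMSO and 100% = cells lacking DAX-1 with DMSO; higher inhibition means more luminescence from relief of DAX-1 repression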
Rev-erbA mod: modulators of Rev-erb alpha DNA binding, primary screen, biochemical, FITC-DNA, fluorescence polarization, uHTS | Nuclear receptor subfamily 1 group D member 1 (Homo sapiens), P20393 | Rev-erbα–FITC-DNA binding, 90 min | activity, % at 10 µM | 0.79% of 370,000 active | AID 1259318, 2017;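 active = activity above about 14%, limit read from the data; passing the limit was not always enough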;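 note: 0% = DMSO wells with 35 nM protein and 100% = DMSO wells with 750 nM protein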
PLCb3 inh: human PLC-beta3 inhibitors, primary screen, biochemical, fluorescence. AID 720704, 2013. 1-phosphatidylinositol 4,5-bisphosphate phosphodiesterase beta-3 (Homo sapiens), Q01970. inhibition, % at 12.2 µM. Purified PLC-beta3, fluorogenic substrate. 0.18% of 370,000 active; in the data active = inhibition above about 11%;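 note: 0% = median of compound wells on plate and 100% = full blocker control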
Target sequence (Q01970 whole entry, looked up): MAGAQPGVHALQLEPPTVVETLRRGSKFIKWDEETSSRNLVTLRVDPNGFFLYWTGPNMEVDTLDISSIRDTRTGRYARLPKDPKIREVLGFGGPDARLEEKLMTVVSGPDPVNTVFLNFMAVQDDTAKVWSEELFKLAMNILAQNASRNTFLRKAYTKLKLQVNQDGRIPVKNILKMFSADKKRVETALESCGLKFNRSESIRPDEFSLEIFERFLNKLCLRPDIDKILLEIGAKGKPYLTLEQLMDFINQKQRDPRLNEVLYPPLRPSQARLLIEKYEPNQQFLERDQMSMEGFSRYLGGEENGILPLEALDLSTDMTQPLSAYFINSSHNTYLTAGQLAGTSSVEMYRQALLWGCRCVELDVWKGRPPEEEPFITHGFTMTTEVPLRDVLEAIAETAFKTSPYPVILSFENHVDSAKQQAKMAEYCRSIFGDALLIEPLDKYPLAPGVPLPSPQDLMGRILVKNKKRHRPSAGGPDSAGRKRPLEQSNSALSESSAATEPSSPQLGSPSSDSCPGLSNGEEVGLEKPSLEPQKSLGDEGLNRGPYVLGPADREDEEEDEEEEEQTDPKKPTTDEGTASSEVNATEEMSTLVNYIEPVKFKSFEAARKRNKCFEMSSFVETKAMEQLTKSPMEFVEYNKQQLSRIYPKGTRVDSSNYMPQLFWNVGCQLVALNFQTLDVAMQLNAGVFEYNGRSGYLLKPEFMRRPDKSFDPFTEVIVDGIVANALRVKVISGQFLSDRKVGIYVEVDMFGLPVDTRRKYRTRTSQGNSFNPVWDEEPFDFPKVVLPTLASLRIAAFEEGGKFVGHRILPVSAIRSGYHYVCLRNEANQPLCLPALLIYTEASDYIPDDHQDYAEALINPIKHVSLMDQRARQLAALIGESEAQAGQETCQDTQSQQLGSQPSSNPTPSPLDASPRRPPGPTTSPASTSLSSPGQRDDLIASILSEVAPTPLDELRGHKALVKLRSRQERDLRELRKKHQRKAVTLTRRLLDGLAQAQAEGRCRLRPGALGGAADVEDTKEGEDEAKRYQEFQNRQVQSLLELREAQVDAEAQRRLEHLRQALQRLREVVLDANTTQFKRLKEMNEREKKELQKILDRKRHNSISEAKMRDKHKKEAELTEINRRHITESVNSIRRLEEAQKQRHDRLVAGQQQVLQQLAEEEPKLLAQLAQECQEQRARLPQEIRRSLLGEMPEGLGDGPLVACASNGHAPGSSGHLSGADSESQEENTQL
ssDAF-12 act: S. stercoralis DAF-12 nuclear receptor activators, primary screen, cell-based, luminescence, HEK293, GRIP1 co-expression, lit1-tk-luc | 1% of 370,000 active | Nuclear hormone receptor DAF-12 (Strongyloides stercoralis) | AID 652126, 2013 | activation, % at 6.8 µM | HEK293 ssDAF-12/GRIP1 lit1-tk-luc reporter; % of 3 µM dafachronic acid response;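 active = activation above the mean over all tested compounds plus 3 SD, cut at about 0.9% in these data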;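 note: 0% = DMSO-only wells and 100% = 3 µM delta7-dafachronic acid wells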
hgDAF-12 ag: H. glycines DAF-12 receptor agonists, primary screen, cell-based, luminescence, HEK293, GAL4 fusion, UAS-luciferase; Nuclear hormone receptor DAF-12 (Heterodera glycines), GAL4 fusion; HEK293 GAL4-hgDAF12 UAS-luciferase reporter, agonist luminescence; normalized to butyrate control; activation, % at 6.8 µM; 1.8% of 370,000 active;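 active = activation above a cutoff set at the mean of all screened compounds plus 3 SD, cut at about 10% in these data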;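 note: 0% = DMSO wells and 100% = sodium butyrate wells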
HGIII-sPLA2 inh: human group III sPLA2 inhibitors, primary screen, biochemical, QFRET, BODIPY PC-A2 liposome substrate; inhibition, % at 12.2 µM; 0.56% of 370,000 active; QFRET BODIPY PC-A2 liposome hydrolysis, fluorescence; Group 3 secretory phospholipase A2 (Homo sapiens), Q9NZ20;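 active = inhibition above mean plus 3 SD of compounds lying within the high and low control bounds, cut at about 19% in these data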;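 note: 0% = median of test compound wells and 100% = no enzyme DMSO wells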
DAX1 inh-2: DAX1 (NR0B1) inhibitors, primary screen, cell-based, HEK293, Gal4-DAX1, luciferase luminescence; HEK293 Gal4-DAX1 luciferase reporter; inhibition, % at 6.75 µM; 0.99% of 340,000 active; AID 504766, 2011;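 active = inhibition above the mean over all tested compounds plus 3 SD, cut at about 4.2% in these data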;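 note: 0% = DAX1-transfected cells with DMSO and 100% = empty-vector control cells with DMSO; inhibition shows as a rise in luminescence from relieved DAX1 repression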
* marks the source's active call; other numbers are inactive results; . = no result given.

Second line of a record – Rev-erbA mod, PG9 binder, SMARCA2 activ, ssDAF-12 act, PLCb3 inh, hgDAF-12 ag, GAA850 FXN act, DAX1 inh-1, HGIII-sPLA2 inh, hcDAF-12 act, DAX1 inh-2
(1) CCN(CC)P(=O)(Nc1ccc(C)cc1Br)c1ccc(N(C)C)cc1NC(=O)c1ccco1 (centres undefined)
  1, -0.5, 0, 0.4, -6, 1.5, -2.5, -0.3, -5, 4.6, 0.5
(2) COC(=O)c1ccc(NC(=S)N2CCN(C)CC2)cc1
  ., 0.7, -2, -0.5, 2, -0.8, 2.6, -0.1, 4, 1.8, 0.5
(3) CCOc1ccc(S(=O)(=O)Nc2cccc(C(=O)N(C)CC(=O)Nc3ccc(OC)cc3)c2)cc1
  -5, -1.6, -2, -1.1, -4, -2.9, 2.0, 0.9, -24, 0.4, 0.6
(4) COc1ccccc1NC(=O)CN1CCC(c2nc3ccc(C)cc3[nH]2)CC1
  -5, 1.2, 0, -1.1, -1, -2.5, 0.1, 0.7, -4, -1.9, -2.0
(5) CC1CCN(CCc2nc3cc(NS(=O)(=O)c4ccccc4)ccc3n2C)CC1
  4, -0.1, -7, -1.5, -1, -6.7, -0.6, -0.2, 0, -0.7, -0.3
(6) CCN(CC(=O)NCc1cccs1)C(=O)/C=C/c1ccc(F)cc1
  -11, -0.2, -2, -1.4, 1, -0.4, 1.0, -0.5, 4, 0.0, 2.0
(7) COc1ccc(C2=NS(=O)(=O)N(C)C(C(=O)Nc3ccc4c(c3)OCO4)=C2)cc1
  3, 1.2, -6, -1.8, 1, -0.5, -0.2, -0.5, -5, -0.7, 0.0
(8) CCOC(=O)C1(CC2CCCCO2)CCN(Cc2nc(C(C)C)cs2)CC1 (centres undefined)
  0, -2.6, 4, -1.2, -6, -0.9, -0.3, -0.3, 0, 0.5, -1.5
(9) COc1ccc2oc(=O)c(C(=O)N3CCN(c4ccccc4C)CC3)cc2c1
  2, 0.7, 6, -0.9, -71, 9.5, 1.7, 2.9, 5, 4.5, 1.9
(10) Cc1ccc(-n2ccnc2SCC(=O)O)cc1C
  4, -0.1, 0, -1.7, -8, -0.4, -0.4, 0.6, -4, -1.4, -0.2

Next part:
Second line of a record – Rev-erbA mod, PG9 binder, SMARCA2 activ, ssDAF-12 act, PLCb3 inh, hgDAF-12 ag, GAA850 FXN act, DAX1 inh-1, HGIII-sPLA2 inh, hcDAF-12 act, DAX1 inh-2
(11) CCC(=O)NC(=S)Nc1cccc(Cl)c1N1CCCCC1
  -5, 3.2, -3, -1.9, 0, -2.1, 2.9, -1.6, 2, -2.8, -1.2
(12) NS(=O)(=O)c1ccc(NC2(C(=O)O)CCCC2)cc1
  -7, -1.0, -2, -1.2, 0, 2.6, -1.4, 0.1, 1, -2.5, 0.3
(13) N#C/C(=C\c1ccc[nH]1)C(=O)Nc1ccccc1F
  -2, -0.4, 2, 4.3*, -1, 12*, 4.9, 7.4*, 2, 12*, 1.2
(14) Cc1ccc2c(CN3CCOCC3)cc(=O)oc2c1
  -3, -0.1, -3, -0.4, -6, -1.7, ., -0.4, -8, 0.5, .
(15) O=C(NCC(=O)N(CC1CCCO1)C(C(=O)NC1CCCC1)c1cccnc1)c1ccco1 (centres undefined)
  -3, -1.3, -1, -1.0, 1, -0.4, -0.2, -0.2, 3, 0.0, 2.0
(16) CCOc1cc(NC(=O)c2ccccn2)c(OCC)cc1NC(=O)c1ccccc1
  -6, 1.0, -3, -1.4, 1, 1.6, -0.8, -0.5, 0, -1.5, -0.1
(17) CN(C)C(CNC(=O)C1CCN(S(=O)(=O)c2cccc(Cl)c2Cl)CC1)c1ccccc1 (centres undefined)
  -4, 0.8, -3, -1.1, -3, -0.6, 0.4, 0.4, 1, -2.6, 1.3
(18) CCCCC1=CC2=CC(=O)C(C)(OC(=O)CC)C(=O)C2=CN1CC(C)C (centres undefined)
  -2, 0.2, 0, -1.0, -109, -1.5, 1.6, 0.3, -4, 0.5, 0.5
(19) CCC(CCc1ccccn1)C(=O)c1ccccc1 (centres undefined)
  0, -2.5, 1, -0.4, 2, 3.5, 0.5, 0.1, -1, 0.6, 0.3
(20) CC(NC(=O)COC(=O)c1ccc(N2CCCC2=O)cc1)c1ccc(F)cc1 (centres undefined)
  4, -2.1, 9.4*, -1.1, -2, 0.6, 1.8, 1.7, -1, -0.1, 0.2

The list goes on (2 carried over from the part before).
Second line of a record – Rev-erbA mod, PG9 binder, SMARCA2 activ, ssDAF-12 act, PLCb3 inh, hgDAF-12 ag, GAA850 FXN act, DAX1 inh-1, HGIII-sPLA2 inh, hcDAF-12 act, DAX1 inh-2
(19) CCC(CCc1ccccn1)C(=O)c1ccccc1 (centres undefined)
  0, -2.5, 1, -0.4, 2, 3.5, 0.5, 0.1, -1, 0.6, 0.3
(20) CC(NC(=O)COC(=O)c1ccc(N2CCCC2=O)cc1)c1ccc(F)cc1 (centres undefined)
  4, -2.1, 9.4*, -1.1, -2, 0.6, 1.8, 1.7, -1, -0.1, 0.2
(21) CCCN(CCC)C(=S)NC1CC2C=CC1C2 (centres undefined)
  4, 1.0, -4, -0.8, -5, 0.4, -0.3, 0.6, 13, -0.6, 0.0
(22) O=C(c1cccc2ccccc12)N1CCN=C1SCc1ccc([N+](=O)[O-])cc1
  -5, -0.5, -2, 0.2, 0, -1.0, 4.0, 0.3, 5, 0.4, -1.1
(23) Cc1sc2nc(C3CC3)nc(NCCNS(=O)(=O)c3ccccc3)c2c1C
  4, -2.9, -1, -1.7, 6, -0.8, 2.3, -0.5, -18, 1.4, -0.8
(24) CC(C)Cn1c2c(c(O)c(C(=O)Nc3ccc(F)cc3)c1=O)CCCC2
  -1, 1.1, 0, -0.8, -1, 0.8, 0.6, 0.8, 4, 2.9, 2.0
(25) Cc1ccc(OCC(O)Cn2nc(C)cc2C)cc1 (centres undefined)
  1, -2.1, 1, -1.4, -4, 1.6, 2.4, 0.7, 3, 0.6, 1.2
(26) CCN(C(=O)CCN1C(=O)/C(=C/c2ccccc2)SC1=S)C1CCS(=O)(=O)C1 (centres undefined)
  2, -0.9, 0, -1.9, -2, -0.4, -2.9, -0.5, -4, -0.3, 0.5
(27) O=C(NCCC(=O)N(CCc1ccccc1)Cc1ccccc1)c1ccc(Br)cc1
  -4, 1.5, 1, -0.5, -5, -0.7, -1.4, -1.6, -10, -1.6, 0.6
(28) Cc1ccc(CNc2ncnc3c2cnn3-c2ccccc2)cc1
  5, 3.2, 0, -1.7, 1, -0.2, 3.3, 0.2, -5, -0.6, 0.2
(29) COC(=O)CSc1nnc(CNC(=O)c2ccc(OC)cc2OC)n1C
  -5, -2.7, -4, -1.7, 3, 0.0, 0.1, 0.7, 5, -1.2, 0.9
(30) CCC1=[N+](CC(=O)c2ccc(C)cc2)CCn2c(C)ccc21
  -1, 0.8, -4, -0.3, -105, 3.2, 4.8, -0.1, -8, 1.4, -0.4

(more compounds)
Second line of a record – Rev-erbA mod, PG9 binder, SMARCA2 activ, ssDAF-12 act, PLCb3 inh, hgDAF-12 ag, GAA850 FXN act, DAX1 inh-1, HGIII-sPLA2 inh, hcDAF-12 act, DAX1 inh-2
(31) O=C(c1cc(-c2ccccc2)nn1-c1ccccc1)N1CCN(S(=O)(=O)c2c(F)cccc2F)CC1
  2, -0.8, -1, -0.9, -4, 1.4, 1.7, 0.5, 6, -0.2, -0.9
(32) COc1ccc(CCNc2oc(COc3ccccc3Cl)nc2C#N)cc1OC
  -2, -0.1, -5, -0.7, -3, -5.0, -2.0, -1.1, -19, -2.0, -0.9
(33) Cc1nn(Cc2ccccc2Cl)c2sc(C(=O)Nc3nccs3)cc12
  15, 5.1, -2, -1.8, -51, -2.0, 0.7, -1.2, -3, -3.7, -0.8
(34) COCc1cc(=O)[nH]c(N2CCN(C(=O)c3ccco3)CC2)n1
  5, -0.5, 8, -1.2, -1, 0.4, -1.6, 0.8, 7, -1.3, 0.6
(35) Brc1ccc(CN2CCSCC2)cc1
  1, -0.9, -2, -1.4, -3, -0.6, -0.1, -0.5, -2, -1.3, 2.1
(36) C=CCn1c(SCCOC)nc2c1c(=O)[nH]c(=O)n2C
  -2, -2.8, 2, -1.2, 3, -3.3, 1.1, 1.6, 0, 6.5*, 1.0
(37) CCOc1ccc(/C=N/NC(=O)C2CC2)cc1OC
  2, -1.4, 2, -0.8, -3, -1.6, 1.4, 0.6, 2, -1.1, -0.2
(38) C=CCn1c(SCC(=O)/C(C#N)=C(\C)N)nnc1C1CCCCC1
  1, -1.7, -1, -1.6, -2, -0.6, 1.4, 0.1, 9, -0.2, -1.3
(39) C=CCN(C(=O)c1csnn1)C(C(=O)NCc1ccccc1)c1ccccc1F (centres undefined)
  -3, -2.6, 3, -0.6, 2, -2.2, 1.0, 0.2, -2, -0.3, 0.5
(40) Cc1cc(C)cc(NC(=O)C(c2ccccc2)N2CCN(CC(=O)NC3CC3)CC2)c1 (centres undefined)
  0, -1.3, -3, -0.9, -8, 1.5, 1.2, 0.8, 15, 0.1, 1.5

Additional records:
Second line of a record – Rev-erbA mod, PG9 binder, SMARCA2 activ, ssDAF-12 act, PLCb3 inh, hgDAF-12 ag, GAA850 FXN act, DAX1 inh-1, HGIII-sPLA2 inh, hcDAF-12 act, DAX1 inh-2
(41) CCc1ccc(NC(=O)c2cc(-c3ccco3)on2)cc1
  3, 1.1, -1, -1.6, -5, 1.8, 1.5, -0.6, 0, 1.1, -0.6
(42) CCCc1ccc(OCCNC(=O)C2CCCCC2)cc1
  1, -1.9, -2, -1.5, 0, -0.2, 2.1, -0.1, 1, -0.9, -1.3
(43) O=C(CNc1cccc([N+](=O)[O-])c1)N1CCN(S(=O)(=O)c2ccc(Cl)cc2)CC1
  1, -1.1, -3, -0.8, 12*, 2.4, 1.2, 1.9, 6, -0.4, -0.7
(44) Cc1cc(C)nc(SCCCNCc2ccccc2)n1
  0, 0.1, 0, -0.9, -4, 0.1, 1.2, -0.3, 0, -0.3, 1.5
(45) CN1C2C=C3C(C#N)=C(N)C(C#N)(C#N)[C@@H](c4ccc(Cl)cc4)[C@@H]3C1CC2 (some centres undefined)
  1, 0.3, 1, -1.1, -101, -2.4, 1.6, -0.1, -6, -0.8, -0.2
(46) CCOc1cc(C(=O)O/N=C(\N)c2ccccn2)cc(OCC)c1OCC
  0, -2.8, -1, -0.9, -5, 3.4, -0.6, 0.1, 8, -0.6, -0.2
